# Dengue-2 NS5 capping – flavivirus cap methylation enzyme inhibition – biochemical, confirmation dose response, primary screen (AID 588689). Dengue-2 NS5 methyltransferase capping enzyme assay, biochemical; higher % means a stronger effect. inhibition, % at 25 µM; hits with a dose series show IC50 in µM. 340,000 compounds, 0.3% hits; in the data active means a potency from the dose series; inconclusive means inhibition above about 29% without an active follow-up result
# NTR1 ag – agonists of NTR1, primary screen, imaging, U2OS cells, beta-arrestin-GFP, high content (AID 493036). 330,000 compounds, 0.17% hits. P30989. activation, % at 20 µM. NTR1-U2OS beta-arrestin-GFP spot imaging, agonist mode;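 active means activation at or above 40% of the spot to cytoplasm intensity ratio, with at least 20 cells analyzed; inconclusive means wells under 20 cells, flagged as cytotoxic or low count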;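 further: 0% = DMSO without peptide and 100% = 100 nM NTR1 peptide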
# Target sequence (P30989 whole entry, looked up): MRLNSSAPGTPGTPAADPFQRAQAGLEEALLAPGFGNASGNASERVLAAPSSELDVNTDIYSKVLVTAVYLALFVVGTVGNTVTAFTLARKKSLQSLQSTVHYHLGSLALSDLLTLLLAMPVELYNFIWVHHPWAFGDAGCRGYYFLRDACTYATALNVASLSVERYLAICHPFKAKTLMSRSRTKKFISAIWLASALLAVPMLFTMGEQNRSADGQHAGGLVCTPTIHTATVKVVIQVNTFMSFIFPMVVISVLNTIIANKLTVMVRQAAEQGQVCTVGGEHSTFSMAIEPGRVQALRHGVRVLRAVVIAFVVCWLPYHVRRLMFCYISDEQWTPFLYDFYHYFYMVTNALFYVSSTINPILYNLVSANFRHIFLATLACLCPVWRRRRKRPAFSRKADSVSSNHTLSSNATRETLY
# Rac1 GTP hydrolysis – MgcRacGAP GTPase-activating activity inhibitors, confirmation, biochemical, ADP Hunter fluorescence; inhibition, % at 30 µM, or IC50 in µM where a hit was titrated; AID 624330; 340,000 compounds, 0.6% hits; MgcRacGAP-stimulated Rac1 GTP hydrolysis, ADP Hunter fluorescence; higher % means a stronger effect; GST-tagged Rac1 F28L mutant substrate;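 active means first-screen hits whose inhibition reached a set limit at any dose in the follow-up dose series; inconclusive means inhibition above the set first-screen limit but never retested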;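 further: fluorescence reports GDP produced by GAP-driven GTP hydrolysis; strong numbers were not always called active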
# West Nile virus CPE – West Nile virus antiviral activity, cell-based, CPE readout (AID 1621); West Nile virus-infected cells, CPE inhibition; higher % means a stronger effect; 290,000 compounds, 0.02% hits; one-dose CPE inhibition, % at 10 µM; IC50 in µM for titrated hits; in the data active means a potency from the dose series; inconclusive means CPE inhibition mostly from about 3.7% at the one dose, without a potency; inactive means the rest, 99 in 100 with CPE inhibition below about 2.2%; further: strong numbers were not always called active
# K1F lysis inhibition – inhibition of K1F phage lysis, E. coli UTI89, bacterial capsule biogenesis inhibitors, alamar blue (AID 488966); E. coli UTI89 K1F phage lysis, alamar blue, 2 h; higher % means a stronger effect; one-dose inhibition, % at 100 µM; IC50 in µM for titrated hits; 340,000 compounds, 0.02% hits;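 active means phage lysis inhibition, versus mean bacterial control, above a set limit; inconclusive means no clear call, values can overlap the other calls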;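 further: capsule biogenesis inhibitors block K1F phage lysis so surviving cells raise fluorescence; higher fluorescence means more inhibition of phage lysis; actives were called in the ten point dose series up to 300 µM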
# SV40 large T antigen – SV40 large T antigen inhibitors, biochemical (AID 1903) | SV40 large T antigen ATPase/helicase inhibition assay; higher % means a stronger effect | inhibition, % at 20 µM, or IC50 in µM where a hit was titrated | 310,000 compounds, 0.39% hits; in the data active means a potency from the dose series; inconclusive means inhibition mostly from about 32% at the one dose, without a potency; inactive means the rest, 99 in 100 with inhibition below about 32%; further: strong numbers were not always called active
# AID2073 – disruptors of CaV2.2 binding to Mint1 – biochemical, HTRF (AID 2073); 290,000 compounds, 0.19% hits; one-dose inhibition, % at 20 µM; IC50 in µM for titrated hits; HTRF protein-protein interaction, Mint1-CaV2.2; higher % means a stronger effect; in the data active means inhibition mostly above about 51%, no sharp cut-off; inconclusive means no clear call, values can overlap the other calls; inactive means mostly below about 53%; further: some results filed as inactive read as strong as hits
# SIAH1 antagonists – Siah-1 peptide-binding antagonists, primary screen, biochemical, fluorescence polarization, rhodamine-plectin, uHTS (AID 1817) | Siah-1 / rhodamine-plectin peptide fluorescence polarization; higher % means a stronger effect | displacement, % at 20 µM; hits with a dose series show IC50 in µM | 290,000 compounds, 0.02% hits;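 active means displacement of at least 50% at 20 µM, with a fluorescence ratio check between 0.3 and a set limit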;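 further: plate controls were Siah plus tracer with DMSO for no effect and tracer alone without Siah for full effect; strong numbers were not always called active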
# RSV CPE inhibition – RSV antiviral activity via CPE protection, HEp-2 cells, primary 10 µM value included (AID 2391); 310,000 compounds, 0.13% hits; CPE inhibition, % at 10 µM, or IC50 in µM where a hit was titrated; HEp-2 cells, RSV-induced CPE inhibition; higher % means a stronger effect; in the data active means a potency from the dose series; inconclusive means CPE inhibition mostly from about 23% at the one dose, without a potency; inactive means the rest, 99 in 100 with CPE inhibition below about 21%; further: strong numbers were not always called active
# NTR1 ag cell count 20 µM – second read-out of NTR1 ag, no call of its own (marks repeat the call); cell count; measured here: cell count, cytotoxicity flag
# Dengue-2 NS5 capping pilot replicate – further read-out of Dengue-2 NS5 capping, marked with its call; inhibition, %; measured here: pilot screen replicate inhibition
# Starred values were filed as active, the others as inactive; ? = inconclusive; . = not tested or not shown; [ ] = dose if it differs, or a comment.
SMILES,Dengue-2 NS5 capping,NTR1 ag,NTR1 ag cell count 20 µM,Rac1 GTP hydrolysis,West Nile virus CPE,K1F lysis inhibition,SV40 large T antigen,AID2073,SIAH1 antagonists,RSV CPE inhibition,others
N/C(=N\OC(=O)c1cccc(Cn2cc(C(F)(F)F)ccc2=O)c1)c1ccc(Cl)cc1,.,1.7,43,.,-1.4%,.,8%,-11%,-4%,20%,
CCOc1ccc(NC2=CC(=O)CCC2)cc1,5%,-0.9,81,0%,-0.4%,0.3%,0%,5%,-11%,-0.2%,
CCN(CC)S(=O)(=O)c1cccc(NC(=O)c2cncc(Br)c2)c1,-8%,1.9,36,-4%,0.8%,-1.5%,-2%,-4%,12%,17%,
COc1cccc(NC(=O)C2CCN(S(=O)(=O)c3ccccc3)CC2)c1,-7%,0.1,48,3%,-0.8%,-0.4%[50 µM],16%,11%,-1%,1.6%,
CC(C)(C)c1ccc(C(=O)Nn2c(CCC(=O)O)ccc2-c2cccs2)cc1,-4%,4.5,48,12%,0.6%,2.8%,6%,16%,-4%,2.8%,
COC(=O)c1ccc(N2C(=O)C3CC(C)=C(C)CC3C2=O)cc1 (stereo not drawn),-4%,3.3,56,2%,0.0%,4.4%,3%,2%,0%,4.0%,
O=C(CN1C(=O)NC2(CCCC2)C1=O)NCCc1ccc(F)cc1,-9%,0.0,59,-1%,.,-0.9%,.,.,.,.,
Nc1ccc(C(=O)Nc2ccc3nc(-c4cccnc4)[nH]c3c2)cc1,2%,1.1,42,7%,.,1.2%,4%,-1%,0%,-1.3%,
Cn1c(=O)c2cc(S(=O)(=O)NCCC(=O)Nc3ccc(Cl)cc3)ccc2n(C)c1=O,-8%,-0.4,83,-5%,-0.2%,-2.5%,-4%,5%,4%,2.1%,
Cn1c(N)c(C(=O)CSc2nnc(C3CC3)n2N)c(=O)n(C)c1=O,0%,-0.4,83,1%,.,0.2%[50 µM],.,.,.,1.6%,
Cc1ccc(Cn2c(-c3nonc3N)nc3ccccc32)cc1,-11%,3.0,43,1%,0.1%,0.2%,3%,1%,6%,1.0%,
Cc1ccc(S(=O)(=O)N2CCCSCC2)cc1,-3%,-0.5,62,4%,0.0%,14%,-2%,-2%,-3%,0.9%,
CC(OCC(O)CN(C)Cc1nc2ccccc2c(=O)[nH]1)c1ccc(Cl)cc1 (stereo not drawn),-7%,-0.3,45,-12%,-0.4%,-0.2%,1%,13%,-4%,-0.9%,
CCOC(=O)C1=C(c2ccccc2)NC(SCC(N)=O)=C(C#N)C1c1cccnc1 (stereo not drawn),-6%,-0.7,59,1%,0.8%,0.2%,0%,-2%,5%,-0.2%,Dengue-2 NS5 capping pilot replicate=1.8
Cc1cccn2c(=O)c(/C=C(\C#N)S(=O)(=O)c3ccccc3)c(N3CCN(C)CC3)nc12,-3%,6.1,43,11%,-0.2%,1.5%[50 µM],5%,3%,-1%,-0.1%,
COC(=O)CSc1nnc(-c2ccc(S(=O)(=O)NCc3cccs3)cc2)o1,-5%,8.9,76,6%,0.0%,0.2%,2%,-1%,-4%,0.1%,Dengue-2 NS5 capping pilot replicate=-3.7
CCSC1=NCCN1S(=O)(=O)c1ccc(NC(C)=O)cc1,-11%,-0.2,86,16%,.,0.0%,5%,0%,5%,-0.7%,
O=C1c2cccc3cccc(c23)C(=O)N1Cc1ccccc1,-7%,0.2,37,-4%,0.4%,-0.3%,-13%,24%,5%,-0.3%,
O=C1NC(=O)/C(=C\c2ccc(Cl)nc2)S1,-5%,3.1,56,10%,-0.8%,-0.2%,8%,0%,23%,1.9%,
C=CCc1cccc(CNc2nc3ccccc3n2C)c1O,4%,3.7,76,5%,-1.7%,10%,6%,3%,8%,43%,
COc1cccc2sc3ccc(C#CC4(N)CCCCC4)cc3c(=O)c12,5%,27,81,0%,-1.9%,-0.3%,8%,32%,0%,0.1%,
Cc1ccc(NC(=O)COC(=O)CCn2c(C)csc2=O)c([N+](=O)[O-])c1,1%,1.7,57,1%,.,1.5%[50 µM],10%,.,.,-0.7%,
COc1ccc(OCC(=O)Nc2ccccc2C(=O)NC(C)C)cc1,-3%,0.2,97,12%,-0.3%,-0.1%,12%,-11%,0%,2.4%,
Cc1nc2ccccc2nc(=O)c1NNc1ccc([N+](=O)[O-])cc1,4%,1.5,53,10%,1.2%,1.3%,9%,38%,2%,-1.4%,
Cc1cc(Nc2ccc(Br)cc2)nc2ccccc12,-1%,16,50,12%,.,-0.1%,8%,.,.,.,
O=C(NCc1ccccc1)C1(c2ccccc2)CCN(S(=O)(=O)c2ccccc2)CC1,1%,4.6,88,4%,0.2%,-0.3%,-2%,2%,1%,.,
CC1(c2ccc(OCC(N)=O)cc2)NC(=O)NC1=O (stereo not drawn),0%,-2.3,32,7%,0.1%,0.2%,1%,1%,-3%,0.2%,
COc1cc(/C=C(/C#N)C(=O)Nc2ccccc2)c(Br)cc1OCc1ccc(C(=O)O)cc1,67µM*,17,54,3%,-0.1%,-0.2%,12%,8%,1%,-0.3%,
O=C(NCCN1CCOCC1)/C(=C/c1ccc(Cl)cc1)NC(=O)c1ccccc1,-11%,-0.5,58,7%,-0.4%,0.5%,10%,-6%,6%,2.0%,
O=C(NCC1CCCO1)c1cncc(Br)c1 (stereo not drawn),-9%,-1.7,37,2%,0.1%,-0.2%,-4%,5%,-2%,-0.4%,
CCC(Sc1nc(N)c(NC(=O)c2ccc(Br)o2)c(=O)[nH]1)C(=O)O (stereo not drawn),-5%,-0.3,42,8%,-0.4%,0.1%,18%,-13%,3%,1.0%,
CN(CCO)c1cc(N2CCC3(CC2)OCCO3)c2nonc2c1[N+](=O)[O-],2%,-0.2,41,7%,0.1%,4.2%,7%,-3%,4%,0.9%,
CCOc1ccc(NC(=O)C2CCCN2C(=O)Oc2ccccc2)cc1 (stereo not drawn),5%,-1.0,42,12%,-0.4%,0.2%,7%,6%,3%,0.9%,
C=CCN(c1ccc(C(=O)N2CCN(c3ccc(F)cc3)CC2)cc1)S(C)(=O)=O,-10%,0.9,53,4%,0.3%,1.4%[50 µM],-2%,1%,-1%,0.2%,
COc1cc(-c2c(C#N)c(=O)[nH]c3c2c(C)nn3-c2ccccc2)ccc1O,24%,1.2,86,9%,0.6%,0.2%,>100µM*,?,0%,16%,
CC(C)(C)c1ccc(OCCNC(=S)NC(=O)c2cccnc2)cc1,-4%,19,58,-8%,-1.4%,1.2%,5%,28%,7%,6.8%,
COc1ccc(Cn2nnnc2CN2CCc3ccccc32)cc1,-8%,0.4,57,2%,-0.4%,2.2%,2%,4%,3%,2.1%,
CCCCNC(=O)CN1C(=O)COc2ccc(S(=O)(=O)N3CCCCCC3)cc21,-12%,-1.6,52,2%,-0.7%,0.8%,6%,3%,4%,1.4%,
COc1cccc(C(=O)N(Cc2ccco2)c2c(N)n(Cc3ccccc3)c(=O)[nH]c2=O)c1,-1%,2.1,57,5%,.,0.6%[50 µM],.,.,.,0.3%,
Cc1cccc(C)c1N1CCN(CCn2c(=S)[nH]c3ccccc3c2=O)CC1,7%,13,66,6%,-0.3%,1.2%,7%,-8%,7%,2.1%,
CN(Cc1ccsc1)C(=O)Cn1cc(Br)ccc1=O,-6%,3.4,38,5%,-0.3%,-0.9%,-8%,-2%,-4%,-0.1%,
Cc1cccc(-c2noc(CCC(=O)NCCc3ccccc3)n2)c1,-5%,0.0,84,1%,-0.8%,-0.7%[50 µM],5%,?,3%,5.6%,
CS(=O)(=O)N(CC(=O)Nc1ccc2c(c1)OCO2)c1ccc(Cl)cc1,-7%,-2.0,90,11%,-0.5%,0.1%,6%,-4%,-1%,1.9%,
Cc1sc2ncnc(N3CCN(c4ncccn4)CC3)c2c1C,-3%,-0.2,44,7%,1.5%,4.7%,4%,5%,-2%,10%,
Cc1cc(C)nc(CCNC(=O)CC2C(=O)NCCN2Cc2ccc(F)cc2Cl)n1 (stereo not drawn),-2%,2.2,61,11%,-0.1%,0.1%,17%,3%,3%,1.2%,
Cc1c(CC(=O)NCC(=O)NCC(=O)O)c(=O)oc2cc3oc4c(c3cc12)CCCC4,1%,2.8,71,11%,0.4%,-0.2%,-1%,27%,-3%,-0.4%,
COc1ccc(NS(=O)(=O)c2ccc3c(c2)N(C(C)=O)CC(C)S3)c(OC)c1 (stereo not drawn),-3%,1.5,67,3%,-0.5%,0.2%,15%,7%,-3%,7.8%,
CCOC(=O)C1(Cc2ccccc2)CCCN(CCCn2cccn2)C1 (stereo not drawn),-5%,-1.2,51,-4%,-0.8%,-0.7%,23%,-12%,4%,1.3%,
CN(CCO)C(=O)C(c1ccccc1)c1ccccc1,-9%,0.5,50,2%,-0.6%,0.2%,6%,6%,10%,2.6%,
CC1(C)CC(=O)C2=C(C1)N1CCCCC1CC2=O (stereo not drawn),-4%,-1.1,74,-1%,-0.1%,0.1%,3%,7%,-3%,2.1%,

# (more compounds)
SMILES,Dengue-2 NS5 capping,NTR1 ag,NTR1 ag cell count 20 µM,Rac1 GTP hydrolysis,West Nile virus CPE,K1F lysis inhibition,SV40 large T antigen,AID2073,SIAH1 antagonists,RSV CPE inhibition,others
Cc1ccc(C)c(N(CC(=O)Nc2ccccc2C(=O)NCc2ccco2)S(=O)(=O)c2ccccc2)c1,-2%,1.3,59,-1%,0.0%,-0.5%,21%,11%,8%,3.7%,
O=C(O)C1CCCCN1S(=O)(=O)c1ccc(Cl)s1 (stereo not drawn),4%,-2.2,68,0%,-0.1%,-0.6%,6%,-5%,-4%,-0.9%,
COC(=O)c1nnn(CC(=O)Nc2ccc(C)c(F)c2)c1C(=O)OC,-1%,-1.3,93,10%,-0.1%,0.2%,2%,0%,-3%,-0.7%,
Cc1ccc(C(=O)CSc2nnc(-c3ccco3)n2Cc2ccccc2)cc1,-10%,2.8,101,7%,0.2%,5.8%,9%,-11%,2%,9.7%,
Cc1cc(=O)oc2cc(OCC(=O)Nc3ccccc3C(N)=O)c(Cl)cc12,0%,0.8,92,-12%,0.2%,-0.1%,2%,10%,1%,-0.4%,
COc1ccc([C@H]2CC(=O)C=C(c3ccc(OC)nc3)C2)cc1,-4%,-0.1,60,4%,.,0.4%,.,.,.,2.1%,
O=C1c2ccccc2C(=O)N1CCN1CCCCC1,3%,-1.2,43,5%,.,0.2%,4%,12%,-5%,0.5%,
CCc1ccc(OCC(=O)N/N=C(\C)c2ccc(OC(F)F)cc2)cc1,-8%,6.9,89,8%,0.4%,0.3%,7%,-2%,0%,0.4%,
